Bioassay records: PubChem BioAssay, several laboratories
MCL1-BIM inh – inhibitors of human MCL1 binding to BIM-BH3 peptide; AID 2057; GST-MCL1 / FITC-Bim-BH3 fluorescence polarization; Q07820; inhibition, % at 10.9 µM; hit rate 0.68% among 320,000;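 active means inhibition above the mean inhibition of all tested compounds plus 3 SD, set per campaign, cut at about 40% in these data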;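 further: 0% = DMSO wells and 100% = unlabeled Bim-BH3 peptide control; higher means more loss of mP so more displacement of Bim peptide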
MEX-5 binding – C. elegans MEX-5 TCR-2 RNA binding activity. Q9XUB2. MEX-5/FITC-TCR2 RNA binding, fluorescence polarization; stronger effect = lower value. activity score (negative = inhibition of binding), % at 10 µM. hit rate 0.38% among 300,000. AID 1832;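 active means inhibition past about -25% in most replicates, and total fluorescence under double the plate's negative control median, limit read from the data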;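 further: 0% = DMSO and -100% = 5 µM competing unlabeled TCR2 RNA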
Fam108B counter – blocks mouse Fam108B hydrolase in RBBP9 counter-screen. recombinant Fam108B, FP-Rh probe fluorescence polarization. inhibition, % at 9.51 µM. hit rate 0.33% among 300,000;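 active means inhibition above the screen mean inhibition plus 3 SD, computed separately per campaign, cut at about 18% in these data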;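 further: inhibitors lower polarization as less probe binds the enzyme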
GLD-1 TGE inh – GLD-1-TGE RNA interaction inhibition (C. elegans); purified GLD-1 + fluorescein TGE RNA, fluorescence polarization; Q17339; inhibition, % at 5.96 µM; hit rate 0.44% among 320,000;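 active means percent inhibition above a per-plate cutoff, the plate mean of test compounds plus 3 SD, cut at about 30% in these data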;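 further: 0% = DMSO wells with GLD-1 and probe and 100% = wells lacking GLD-1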
PAFAH1B2 FP inh – inhibitors of human PAFAH1B2 | P68402 | recombinant PAFAH1B2, FP-rhodamine activity probe, fluorescence polarization | inhibition, % at 3.39 µM | hit rate 1.2% among 340,000 | AID 492953;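 active means inhibition above the mean of all tested compounds plus 3 SD, cut at about 24% in these data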;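 further: 0% = enzyme with DMSO and 100% = wells lacking PAFAH1B2; many of its hits are not listed in these tables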
pPAFAH FP inh – pPAFAH (human) enzyme inhibition; inhibition, % at 3.39 µM; recombinant pPAFAH, FP-rhodamine probe fluorescence polarization; hit rate 1.5% among 330,000; AID 463082; Q13093;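 active means inhibition above the mean inhibition across the screen plus 3 SD, cut at about 25% in these data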;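 further: inhibitors block binding of the rhodamine activity-based probe so polarization drops; 0% = enzyme with DMSO and 100% = wells lacking pPAFAH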
PME-1 inh – PME-1 (human) inhibition. recombinant PME-1, FP-Rh probe fluorescence polarization. inhibition, % at 5.9 µM. hit rate 0.53% among 320,000. AID 2130;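 active means inhibition above the campaign mean of all compounds plus 3 SD, cut at about 26% in these data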;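 further: competitive labeling of PME-1 active site by serine hydrolase directed probe; 0% = PME-1 with DMSO and 100% = wells lacking PME-1 enzyme; inhibitors block probe labeling so polarization falls and inhibition rises; many of its hits are not listed in these tables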
AHR activator – human AHR activation; AHR-responsive luciferase reporter cells, luminescence; AID 2796; P35869; activation, % at 5 µM; hit rate 2.5% among 320,000; in the data active means activation above about 47%;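 further: 0% = vehicle wells and 100% = reference agonist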
Target sequence (P35869 whole entry, looked up): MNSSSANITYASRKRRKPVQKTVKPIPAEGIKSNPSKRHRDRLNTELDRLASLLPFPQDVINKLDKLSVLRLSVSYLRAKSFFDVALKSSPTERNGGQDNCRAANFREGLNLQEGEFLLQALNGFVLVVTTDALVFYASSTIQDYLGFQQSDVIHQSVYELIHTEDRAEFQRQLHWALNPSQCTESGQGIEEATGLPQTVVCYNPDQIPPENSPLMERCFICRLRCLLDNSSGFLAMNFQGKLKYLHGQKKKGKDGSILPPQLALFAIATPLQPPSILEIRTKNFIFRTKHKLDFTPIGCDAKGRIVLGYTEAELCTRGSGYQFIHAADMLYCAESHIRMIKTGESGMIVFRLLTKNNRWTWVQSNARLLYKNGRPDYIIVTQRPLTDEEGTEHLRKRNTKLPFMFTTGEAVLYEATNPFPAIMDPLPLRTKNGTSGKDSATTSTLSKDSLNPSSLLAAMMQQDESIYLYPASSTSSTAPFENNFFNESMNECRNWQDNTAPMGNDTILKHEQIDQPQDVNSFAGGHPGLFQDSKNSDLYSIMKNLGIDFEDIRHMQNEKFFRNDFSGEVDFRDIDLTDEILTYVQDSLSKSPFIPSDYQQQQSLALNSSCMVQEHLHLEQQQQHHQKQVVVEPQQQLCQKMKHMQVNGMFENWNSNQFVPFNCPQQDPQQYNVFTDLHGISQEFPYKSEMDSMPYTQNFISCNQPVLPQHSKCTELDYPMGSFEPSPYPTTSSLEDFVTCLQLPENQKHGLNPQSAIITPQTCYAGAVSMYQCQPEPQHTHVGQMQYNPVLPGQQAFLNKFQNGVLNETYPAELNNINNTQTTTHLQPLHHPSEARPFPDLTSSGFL
BCLXL inh – inhibitors of human Bcl-xL | Q07817 | GST-Bcl-xL / FITC-Bim BH3 peptide fluorescence polarization | inhibition, % at 10.9 µM | hit rate 0.7% among 320,000 | AID 2129;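 active means inhibition above the mean of all tested compounds plus 3 SD, cutoff set per campaign, cut at about 30% in these data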;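 further: 0% = DMSO wells and 100% = unlabeled Bim-BH3 peptide competitor; inhibitors lower millipolarization by displacing the labeled peptide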
Target sequence (Q07817 whole entry, looked up): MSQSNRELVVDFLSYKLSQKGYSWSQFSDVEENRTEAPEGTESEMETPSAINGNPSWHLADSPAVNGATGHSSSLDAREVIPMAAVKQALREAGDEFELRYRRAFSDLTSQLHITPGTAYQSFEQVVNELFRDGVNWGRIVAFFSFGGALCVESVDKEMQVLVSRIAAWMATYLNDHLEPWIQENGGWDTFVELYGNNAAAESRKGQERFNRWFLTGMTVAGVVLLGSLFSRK
An asterisk follows results filed as active; · = no result given.

SMILES	MCL1-BIM inh	MEX-5 binding	Fam108B counter	GLD-1 TGE inh	PAFAH1B2 FP inh	pPAFAH FP inh	PME-1 inh	AHR activator	BCLXL inh
CC1CCCN(CCCNC(=O)CN2C(=O)COc3ccccc32)C1 (stereo not given)	3	0.7	-2	7	-4	-2	-9	0	10
CCOc1ccc(-n2c(C)nc3cc(C(=O)NCCN4CCOCC4)ccc32)cc1	6	1.4	4	3	2	3	-1	-1	1
COc1ccc(NS(=O)(=O)c2ccc(N/N=C/c3ccc(N4CCOCC4)cc3)c([N+](=O)[O-])c2)cc1	-6	2.8	-2	1	2	-2	0	0	-3
CCN(CC)c1ccc(/C=N/NC(=O)Nc2nonc2N)cc1	0	0.1	5	0	19	9	6	67*	4
COc1ccc(C2C(C(=O)N3CCN(C)CC3)c3ccccc3C(=O)N2C2CCCCC2)cc1 (stereo not given)	5	0.2	-2	2	-3	1	1	1	2
COc1cc(C(=O)OCCCN2CCCN(CCCOC(=O)c3cc(OC)c(OC)c(OC)c3)CC2)cc(OC)c1OC	1	2.6	-2	2	-1	-4	-3	-3	4
CCOC(=O)N1CCC(NC(=O)c2cnn3c2NC(c2ccco2)CC3C(F)(F)F)CC1 (stereo not given)	28	-5.3	-25	5	-1	-12	-29	-1	17
O=[N+]([O-])c1cccc(C(=Nc2ccccc2Cl)NO)c1	-4	-0.6	2	5	1	2	-2	85*	4
CC(OC(=O)CN1C(=O)c2ccccc2C1=O)C(=O)NC1CCCC1 (stereo not given)	6	1.3	-3	3	-1	5	2	-1	1
Cn1nc(C(=O)Nc2ccc(S(=O)(=O)N3CCCCC3)cc2)c2ccccc2c1=O	4	2.1	-5	7	-2	-7	-7	-8	-4
COC(=O)c1c(NC(=O)CN(c2ccc(C)c(C)c2)S(C)(=O)=O)sc2c1CCCC2	7	-0.5	-3	2	1	-2	-7	13	1
CCOC(=O)Cn1nc(/C=C/c2ccc(C)cc2)ccc1=O	-3	2.8	-1	-7	2	1	2	7	-5
CCOc1cc(C=O)ccc1OCCCN1C(=O)NC(C)(C)C1=O	2	-1.2	8	7	2	-5	-8	-1	7
CC1(C)CC(=O)C(N=Nc2cc(S(=O)(=O)N3CCOCC3)ccc2Cl)=C(O)C1	6	-1.8	6	3	·	1	3	2	2
COc1cc(CNC(C)C23CC4CC(CC(C4)C2)C3)ccc1OCC(=O)NC(C)(C)C (stereo not given)	0	0.4	-2	1	3	3	10	1	-3
O=C(NCCOc1ccccc1Cl)c1cccc2c1C(=O)c1ccc(Cl)cc1S2(=O)=O	-23	·	·	3	-1	6	2	0	-3
COc1ccc(C(=O)NCCS(=O)(=O)N2CCc3ccccc3C2)cc1	1	1.3	3	5	1	-6	6	0	6
O=C(C1CCN(S(=O)(=O)c2cccnc2)CC1)N1CCN(c2ccccc2Cl)CC1	-5	0.6	1	0	2	3	8	-1	-1
N#Cc1c2n(c3c(N)ncnc13)CCCCC2	1	0.1	1	7	3	6	2	2	4
Nc1nnc(SCc2cccc(C(F)(F)F)c2)s1	7	1.7	2	4	8	-5	-3	1	-1
COc1ccc(-n2nc(C(=O)N(C)C)nc2-c2ccccc2)cc1	1	-1.8	-3	4	2	0	-3	1	2
CCCNC(=S)Nc1ccc(CC(=O)OC)cc1	13	-1.7	-5	3	-5	-3	8	0	8
CCN(CC)c1ccc(N2C(=O)/C(=C/c3ccccn3)SC2=S)cc1	2	3.3	0	-6	-1	-2	-1	2	-3
CCC(=NCCN1CCNCC1)C1=C(O)CC(C)(C)CC1=O	-1	-2.8	3	7	3	3	2	-1	3
c1ccc(C(Cc2nc(-c3cccnc3)no2)c2ccccc2)cc1	-4	1.9	4	6	2	5	1	2	-2
Cc1cc(C)n(-c2ccc(C(C)C)cc2)c(=O)c1C#N	4	1.6	2	0	1	-2	2	-5	6
COc1ccc(/C(N)=N/OC(=O)c2ccc3c(c2)OCO3)cc1	-1	-0.5	-4	7	-4	-3	-1	2	8
CCOC(=O)c1ccc2c(c1)C1C=CCC1C(C(=O)O)N2 (stereo not given)	113*	·	56*	23	·	83*	-24	3	64*
Cc1ccc(S(=O)(=O)/N=C(/Nc2ccccc2C)c2ccccc2)cc1	·	·	·	-9	2	3	·	-1	·
CCOc1ccc(N2CC(C(=O)Nc3ccccc3C(=O)NC3CC3)CC2=O)cc1 (stereo not given)	-2	0.1	6	8	4	3	-6	2	0
O=c1[nH]c(CN2CCN(Cc3ccccc3)CC2)nc2scc(-c3ccccc3)c12	-8	-5.6	-3	1	-7	3	-5	4	-2
Cc1ccc(NC(=S)NCC(C)C)cc1	4	-3.7	1	-2	1	7	0	7	-3
O=C(Nc1cccnc1)C1CC(=O)N(c2ccc(F)cc2)C1 (stereo not given)	4	-0.6	3	-4	-2	-2	2	5	3
COc1ccc(-c2nnc(SCCC(=O)O)n2-c2ccccc2)cc1OC	-1	1.6	-1	9	1	6	1	-3	-5
O=C(Nc1cc(Cl)ccc1N1CCOCC1)c1cccnc1Cl	4	-0.8	-1	5	-3	3	0	70*	9
Cn1c(SCCOc2ccccc2Cl)nnc1-c1cccs1	1	-0.3	0	2	5	0	-4	-3	3
CCOC(=O)N1CCN(CCC(=O)Nc2ccccc2OC)CC1	0	-2.8	1	-2	-7	3	-7	-1	0
Cc1ccc(C(=O)N(Cc2nnc(-c3ccc(Cl)cc3)o2)C2CC2)o1	-3	·	·	2	1	-3	7	4	0
CCCCn1c(=N)n(CC(=O)c2ccc([N+](=O)[O-])cc2)c2ccccc21	-4	-0.8	3	3	·	-2	0	5	4
O=C(COc1ccccc1Cl)NCCc1ccc2c(c1)OCCO2	-5	3.0	0	-4	-4	5	1	3	2
O=S(=O)(Cc1ccccc1)N1CCN(Cc2ccccc2)CC1	8	0.2	0	3	0	3	3	-2	6
CCCCC(Sc1nc(N)c(NC(=O)c2ccc(OCC)cc2)c(=O)[nH]1)C(=O)O (stereo not given)	13	-3.4	3	3	4	2	1	-1	9
O=C(CN1C(=O)C2C3C=CC(C3)C2C1=O)N1CC(=O)N(CCc2ccccc2)C(=O)C1 (stereo not given)	2	0.8	-7	6	1	-4	-2	0	7
O=C(O)C1C2C=CC(C2)C1C(=O)NCCc1ccncc1 (stereo not given)	12	1.0	1	-5	4	-6	-8	7	5
COc1ccc(-c2nc3ccccc3c(=O)n2CCCN2CCOCC2)cc1	-6	1.1	0	3	1	1	1	1	-1
Cc1ccc(-c2nnc(N3CCOCC3)c3ccccc23)cc1S(=O)(=O)NCC1CCCO1 (stereo not given)	-6	-0.5	-2	-1	4	0	7	-1	4
COc1cc(NC(=O)c2ccco2)c(OC)cc1NC(=O)CCC(=O)Nc1cc(C)ccc1C	7	·	0	0	-3	8	3	2	10
Cc1cc(C)c2ccc(Cl)cc2n1	7	-5.4	4	3	2	-1	0	1	6

Some of the entries so far, comma-delimited:
compound,MCL1-BIM inh,MEX-5 binding,Fam108B counter,GLD-1 TGE inh,PAFAH1B2 FP inh,pPAFAH FP inh,PME-1 inh,AHR activator,BCLXL inh
O=C(O)C1C2C=CC(C2)C1C(=O)NCCc1ccncc1 (stereo not given),12,1.0,1,-5,4,-6,-8,7,5
Cc1cc(C)c2ccc(Cl)cc2n1,7,-5.4,4,3,2,-1,0,1,6

The list continues.
SMILES	MCL1-BIM inh	MEX-5 binding	Fam108B counter	GLD-1 TGE inh	PAFAH1B2 FP inh	pPAFAH FP inh	PME-1 inh	AHR activator	BCLXL inh
O=C(O)CCN1C(=O)C(=C2CCCCCC2)SC1=S	7	-2.2	-1	-2	5	4	-1	-2	-2
CCc1nnc(NC(=O)CSc2nnc(Cc3ccccc3)n2Cc2ccccc2)s1	-3	-1.1	1	-5	14	3	0	1	0
FC(F)(F)c1ccc(-c2nnc(-c3cccnc3)o2)cc1	8	-3.6	1	0	-5	4	-1	-4	-2
O=C(NCc1cccnc1)c1cccn1-c1ncc(C(F)(F)F)cc1Cl	1	0.1	3	0	2	3	-5	2	5
CC(=O)c1cccc(NC(=O)CCc2nnc3ccc(NCc4ccco4)nn23)c1	16	-1.5	2	2	2	4	1	3	10
COc1ccc(-n2c(SCC(=O)Nc3ccc4c(c3)OCO4)nc3ccccc3c2=O)cc1	2	-0.5	0	-4	2	-1	-2	9	1
O=C(NCCC(=O)N1CCC2(CC1)NCCc1[nH]cnc12)c1ccc(Br)cc1	3	-1.8	2	-2	3	-1	-6	0	7
Cc1ccc(Cn2ccc(NC(=O)c3cc(-c4cccc(Cl)c4)on3)n2)cc1	-10	1.8	-2	5	4	-3	-3	-1	-9
CCCCCCOc1ccc(N2C(=O)CC(N3CCC(C(=O)OCC)CC3)C2=O)cc1 (stereo not given)	25	1.3	12	10	3	4	1	2	22
O=c1c2cnn(-c3ccccc3)c2ncn1Cc1ccccc1	2	0.3	-4	-3	1	2	-6	3	6
CCc1ccc(S(=O)(=O)N/N=C\c2ccc3c(c2)OCO3)cc1	3	0.8	-3	-1	8	7	4	0	0
N#Cc1nc(COc2ccc(F)cc2)oc1N1CCN(Cc2ccccc2)CC1	8	-0.2	4	-5	3	2	-3	8	8

Structures above printed as active in MCL1-BIM inh.
smiles	MCL1-BIM inh	MEX-5 binding	GLD-1 TGE inh	PAFAH1B2 FP inh	pPAFAH FP inh	PME-1 inh	AHR activator	BCLXL inh
CCOC(=O)c1ccc2c(c1)C1C=CCC1C(C(=O)O)N2 (stereo not given)	113*	·	23	·	83*	-24	3	64*

Nothing new here: 12 of the compounds above.
SMILES	MCL1-BIM inh	MEX-5 binding	Fam108B counter	GLD-1 TGE inh	PAFAH1B2 FP inh	pPAFAH FP inh	PME-1 inh	AHR activator	BCLXL inh
CC1CCCN(CCCNC(=O)CN2C(=O)COc3ccccc32)C1 (stereo not given)	3	0.7	-2	7	-4	-2	-9	0	10
CCOc1ccc(-n2c(C)nc3cc(C(=O)NCCN4CCOCC4)ccc32)cc1	6	1.4	4	3	2	3	-1	-1	1
COc1ccc(NS(=O)(=O)c2ccc(N/N=C/c3ccc(N4CCOCC4)cc3)c([N+](=O)[O-])c2)cc1	-6	2.8	-2	1	2	-2	0	0	-3
CCN(CC)c1ccc(/C=N/NC(=O)Nc2nonc2N)cc1	0	0.1	5	0	19	9	6	67*	4
COc1ccc(C2C(C(=O)N3CCN(C)CC3)c3ccccc3C(=O)N2C2CCCCC2)cc1 (stereo not given)	5	0.2	-2	2	-3	1	1	1	2
COc1cc(C(=O)OCCCN2CCCN(CCCOC(=O)c3cc(OC)c(OC)c(OC)c3)CC2)cc(OC)c1OC	1	2.6	-2	2	-1	-4	-3	-3	4
CCOC(=O)N1CCC(NC(=O)c2cnn3c2NC(c2ccco2)CC3C(F)(F)F)CC1 (stereo not given)	28	-5.3	-25	5	-1	-12	-29	-1	17
O=[N+]([O-])c1cccc(C(=Nc2ccccc2Cl)NO)c1	-4	-0.6	2	5	1	2	-2	85*	4
CC(OC(=O)CN1C(=O)c2ccccc2C1=O)C(=O)NC1CCCC1 (stereo not given)	6	1.3	-3	3	-1	5	2	-1	1
Cn1nc(C(=O)Nc2ccc(S(=O)(=O)N3CCCCC3)cc2)c2ccccc2c1=O	4	2.1	-5	7	-2	-7	-7	-8	-4
COC(=O)c1c(NC(=O)CN(c2ccc(C)c(C)c2)S(C)(=O)=O)sc2c1CCCC2	7	-0.5	-3	2	1	-2	-7	13	1
CCOC(=O)Cn1nc(/C=C/c2ccc(C)cc2)ccc1=O	-3	2.8	-1	-7	2	1	2	7	-5

These rows are one share of the data, so the mix of outcomes need not match the whole.
